TEAD-YAP inh – TEAD-YAP interaction inhibition; HEK-TIYL cells, TEAD-Gal4/YAP UAS-luciferase luminescence; inhibition, % at 9.12 µM; actives 1.4% (n = 640,000); AID 1259422; in the data active = inhibition above about 32%;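 also: 0% = median of test compound wells and 100% = reference inhibitor wells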
MITF inh – blocks human microphthalmia-associated transcription factor; O75030; AlphaScreen MITF homodimerization, bead proximity signal; inhibition, % at 2.6 µM; actives 0.91% (n = 650,000); in the data active = inhibition above about 50%;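 also: 0% = vehicle wells with protein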
FBW7 activator – human FBW7 E3 ligase activation, primary screen; Q969H0; AlphaScreen FBW7–phospho-cyclin E peptide binding, activator screen; normalized activity (activation), % at 26.1 µM; actives 0.13% (n = 650,000); in the data active = normalized activity above about 1.9%;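 also: purified mutant Fbw7 with reduced substrate affinity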
Target sequence (Q969H0 whole entry, looked up): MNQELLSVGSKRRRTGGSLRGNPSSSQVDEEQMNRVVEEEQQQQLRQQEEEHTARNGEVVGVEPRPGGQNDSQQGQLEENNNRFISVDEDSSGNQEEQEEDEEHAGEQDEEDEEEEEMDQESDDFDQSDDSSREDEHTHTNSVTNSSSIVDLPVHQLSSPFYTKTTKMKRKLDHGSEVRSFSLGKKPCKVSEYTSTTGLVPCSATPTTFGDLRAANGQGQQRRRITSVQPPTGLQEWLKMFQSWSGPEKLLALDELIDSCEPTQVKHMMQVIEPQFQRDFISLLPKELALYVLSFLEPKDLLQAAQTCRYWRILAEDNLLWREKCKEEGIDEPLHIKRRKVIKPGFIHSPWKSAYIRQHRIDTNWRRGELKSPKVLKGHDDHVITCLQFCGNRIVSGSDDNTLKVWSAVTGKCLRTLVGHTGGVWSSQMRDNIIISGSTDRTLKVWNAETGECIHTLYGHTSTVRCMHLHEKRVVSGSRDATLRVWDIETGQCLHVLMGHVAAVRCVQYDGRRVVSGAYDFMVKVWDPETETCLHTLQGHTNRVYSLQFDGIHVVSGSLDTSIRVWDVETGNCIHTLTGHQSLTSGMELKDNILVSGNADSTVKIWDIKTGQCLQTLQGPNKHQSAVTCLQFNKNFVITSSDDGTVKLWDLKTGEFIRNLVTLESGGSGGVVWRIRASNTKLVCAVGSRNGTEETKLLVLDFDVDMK
GPR151 activ – activates the human receptor GPR151; Q8TDV0; PathHunter beta-arrestin GPR151 cells, luminescence; activation, % at 11.2 µM; actives 1% (n = 650,000); AID 1508602; in the data active = activation above about 4.9%;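 also: 0% = median of compound wells and 100% = cells with positive control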
* hit, by the source's call.

SMILES | TEAD-YAP inh | MITF inh | FBW7 activator | GPR151 activ
CC12C(=O)N(c3ccc([N+](=O)[O-])cc3)C(=O)C1C2(c1ccccc1)c1ccccc1 (configuration not stated) | 5 | 17 | -0.1 | 3.4
O=C(O)CCCCCNC(=O)COc1ccccc1 | -2 | 5 | 0.0 | 0.7
CCCCCOC(=O)C1=C(C)N(C)C(=O)NC1c1ccc([N+](=O)[O-])cc1 (configuration not stated) | -2 | 0 | -0.1 | -0.9
CCOC(=O)COc1ccc(/C=C2/NC(=O)NC2=O)cc1OC | 4 | -7 | 0.0 | 1.9
Cc1ccc(NC(=O)CC2SC(=O)NC2=O)cc1 (configuration not stated) | 0 | 16 | 0.5 | -0.4
COc1ccc(-c2cc(C(F)(F)F)n3ncc(C(=O)Nc4cccc(Cl)c4C)c3n2)cc1OC | 10 | 3 | -0.1 | 1.9
CCOC(=O)C1C(=O)N(O)CC1c1ccc(F)cc1 (configuration not stated) | -6 | 18 | -0.1 | 0.4
O=S1(=O)CCC(NCC(O)COCc2ccccc2Cl)C1 (configuration not stated) | -5 | 34 | -0.3 | -1.1
Cc1cc(C)n2nc(C(=O)Nc3nc4ccccc4[nH]3)nc2n1 | -33 | -63 | -0.6 | -4.1
O=S(=O)(c1ccccc1)c1ccccc1/C=N\O | 2 | 0 | 0.2 | 0.9
Cc1ccccc1OC(C)C(=O)N1CCN(c2ccccn2)CC1 (configuration not stated) | 0 | -7 | 0.1 | -0.4
Cc1ccc(C(=O)N2CCN3C(=O)[C@H](C(C)C)NC(=O)[C@H]3C2)cc1 | 6 | -5 | 0.1 | 0.4
O=C(Nc1cccc(C(F)(F)F)c1)c1sc(=S)n2c1[nH]c(=O)c1ccccc12 | -4 | -15 | -0.1 | -0.3
CCN1C(=O)c2cccc3c(NC(=O)c4ccccc4)ccc1c23 | 15 | 0 | 0.2 | 0.1
Oc1[nH]c2ccccc2c1C=NCC1CCCO1 (configuration not stated) | 2 | -7 | -0.1 | -1.1
O=C(COc1ccc(I)cc1)Nc1ccc2c(c1)C(=O)NC2=O | 0 | 20 | 0.0 | 0.9
N#CCCN(CCC#N)c1nccs1 | 4 | 5 | 1.4 | -1.0
Cc1ccc(NC(=O)CN2C(=O)C(C)SC(C)C2=O)cc1Cl (configuration not stated) | 17 | 8 | 0.2 | 0.5
Cc1ccc(SCCCCN2CCNCC2)cc1 | -28 | 61* | 0.4 | 1.2
Cc1cc(SCNC(=O)c2ccccc2)ncn1 | -1 | 10 | 0.8 | -0.7
O=C(COc1ccccc1)N(c1ccc(Cl)cc1)C1C=CS(=O)(=O)C1 (configuration not stated) | -6 | -2 | -0.1 | -0.1
CCOC(=O)c1c(NC(=O)C(C)Sc2nnc(CNC(=O)COc3ccccc3)n2CCc2ccccc2)sc2c1CCCC2 (configuration not stated) | -4 | 1 | 0.2 | -1.1
COc1ccc2nc(NC(=S)NC(=O)c3ccc(OC)c([N+](=O)[O-])c3)sc2c1 | 0 | 14 | 0.2 | -0.1
CC(NC(=O)CSc1n[nH]c(N)n1)c1ccccc1 (configuration not stated) | 4 | 11 | 0.1 | -0.4

Some of these compounds in order of formula weight, lowest first.
SMILES | TEAD-YAP inh | MITF inh | FBW7 activator | GPR151 activ
Oc1[nH]c2ccccc2c1C=NCC1CCCO1 (configuration not stated) | 2 | -7 | -0.1 | -1.1
Cc1cc(SCNC(=O)c2ccccc2)ncn1 | -1 | 10 | 0.8 | -0.7
O=S(=O)(c1ccccc1)c1ccccc1/C=N\O | 2 | 0 | 0.2 | 0.9
Cc1ccc(SCCCCN2CCNCC2)cc1 | -28 | 61* | 0.4 | 1.2
CC(NC(=O)CSc1n[nH]c(N)n1)c1ccccc1 (configuration not stated) | 4 | 11 | 0.1 | -0.4
Cc1cc(C)n2nc(C(=O)Nc3nc4ccccc4[nH]3)nc2n1 | -33 | -63 | -0.6 | -4.1
CCN1C(=O)c2cccc3c(NC(=O)c4ccccc4)ccc1c23 | 15 | 0 | 0.2 | 0.1
Cc1ccc(C(=O)N2CCN3C(=O)[C@H](C(C)C)NC(=O)[C@H]3C2)cc1 | 6 | -5 | 0.1 | 0.4
O=S1(=O)CCC(NCC(O)COCc2ccccc2Cl)C1 (configuration not stated) | -5 | 34 | -0.3 | -1.1
Cc1ccc(NC(=O)CN2C(=O)C(C)SC(C)C2=O)cc1Cl (configuration not stated) | 17 | 8 | 0.2 | 0.5
COc1ccc2nc(NC(=S)NC(=O)c3ccc(OC)c([N+](=O)[O-])c3)sc2c1 | 0 | 14 | 0.2 | -0.1
O=C(Nc1cccc(C(F)(F)F)c1)c1sc(=S)n2c1[nH]c(=O)c1ccccc12 | -4 | -15 | -0.1 | -0.3
O=C(COc1ccc(I)cc1)Nc1ccc2c(c1)C(=O)NC2=O | 0 | 20 | 0.0 | 0.9
CCOC(=O)c1c(NC(=O)C(C)Sc2nnc(CNC(=O)COc3ccccc3)n2CCc2ccccc2)sc2c1CCCC2 (configuration not stated) | -4 | 1 | 0.2 | -1.1

More compounds:
SMILES | TEAD-YAP inh | MITF inh | FBW7 activator | GPR151 activ
CCN=C1Sc2nc3ccc(OCC)cc3cc2CN1CCOC | -5 | -3 | -0.4 | 1.8
CC(=O)N1CCN(c2ccc(NC(=O)COc3cccc(C)c3)cc2)CC1 | 8 | 5 | -0.1 | 0.0
C=CCC1c2cccc(C(=O)O)c2C(=O)N1c1ccc(OC)cc1 (configuration not stated) | 1 | 6 | -0.1 | -0.6
Cc1ccc(-n2nc3ccc(NC(=O)COc4ccccc4C)cc3n2)cc1 | 4 | 3 | -0.1 | 0.8
O=C(O)CS(=O)(=O)Cc1cccc(F)c1 | 6 | 21 | 0.5 | -0.4
Cc1ccc2c(c1)-c1onc(C(=O)Nc3cc(F)ccc3F)c1CO2 | 1 | 2 | 0.0 | 1.1
CCN(CC)CCCNS(=O)(=O)Cc1ccccc1 | 9 | 1 | 0.1 | 0.6
CC(C)CCOc1ccc(NC(=O)C2OC3OC(C)(C)OC3C3OC(C)(C)OC23)cc1 (configuration not stated) | 0 | 4 | 0.0 | 0.4
COc1ccc2oc(=O)c(C(=O)N3c4ccccc4CC3C)cc2c1 (configuration not stated) | 5 | 0 | 0.0 | 0.8
COc1ccc(-c2nnc(SCC(=O)Nc3ccc(Br)cc3)nc2-c2ccc(OC)cc2)cc1 | -3 | 4 | 0.0 | 1.8
COc1ccccc1NC(=O)/C(=N/OCc1ccc(F)cc1)C(C)=O | -16 | -2 | -0.1 | 1.6
O=C(O)CCCC(=O)N1CCC(c2nc3ccccc3s2)CC1 | -10 | 3 | 0.2 | -1.8
CC(NC(=O)Cn1[nH]c(=O)c2ccccc2c1=O)c1ccc(S(N)(=O)=O)cc1 (configuration not stated) | 10 | 11 | -0.1 | 1.1
Cc1nnsc1C(=O)N1C2CCC1CC(c1ccc(F)cc1)C2 (configuration not stated) | 16 | -19 | 0.1 | 12*
OC(CNCC1COc2ccccc2O1)C(F)(F)F (configuration not stated) | 3 | 4 | -0.1 | -1.3
O=S(=O)(c1ccccc1)c1nc(-c2ccccc2)oc1NCC1CCCO1 (configuration not stated) | 5 | 18 | 0.0 | -0.9
Cc1cc(N(CC(=O)N2CCCCC2)S(C)(=O)=O)ccc1Br | -1 | 18 | 0.7 | -0.5
Cc1cc(C(=O)CN2c3cccc4cccc(c34)S2(=O)=O)c(C)n1CC1CCCO1 (configuration not stated) | 3 | 0 | -0.1 | 0.9
COc1ccc(Br)c(C(=O)Nc2cc(C(=O)N3CCN(C(C)=O)CC3)ccc2N2CC3CC(C2)c2cccc(=O)n2C3)c1 (configuration not stated) | 8 | 8 | 0.5 | 1.3
O=C(NCCN1CCOCC1)NC(c1ccccc1)c1ccccc1 | -13 | -5 | 0.0 | -1.0
N#CC(C#N)=C(Nc1ccc(Oc2ccccc2)cc1)C(F)(F)C(F)(F)F | -3 | 2 | -0.1 | 0.1
N#Cc1ccccc1S(=O)(=O)N1CCN(S(=O)(=O)c2ccccc2C#N)CC1 | -4 | 16 | 0.1 | -0.1
COc1ccc(CCC(=O)NNC(=O)COc2ccc(-c3ccccc3)cc2)cc1 | 3 | -13 | 0.1 | 3.3
COc1cccc(C2C(C#N)=C(N)Oc3n[nH]c(-c4ccc(C)cc4)c32)c1OC (configuration not stated) | -5 | -8 | -0.2 | 1.1
COCC(=O)N1CCC(n2nc(C3CC3)ccc2=O)CC1 | -3 | 5 | 0.1 | 0.1
COc1ccc(N(C(C)C(=O)NC(C)(C)C)S(C)(=O)=O)cc1 (configuration not stated) | 3 | -3 | -0.1 | -2.2
CC(C)C(=O)Nc1nc2ccc(Cl)cc2s1 | -22 | 12 | 0.0 | -0.6
CCOc1ccc(C2=C(C)SC3=NS(=O)(=O)CCN32)cc1 | 6 | 16 | -0.1 | -0.4
Cn1cc(C(=O)N2CCC(Cc3ccccc3)CC2)c2ccccc2c1=O | 7 | 0 | 0.0 | -0.7
Cc1ccccc1N(CC(=O)Nc1cccc2ccccc12)S(C)(=O)=O | 6 | 14 | 0.1 | -0.7
COc1ccc(N(CC(=O)NC2CCCC2)C(=O)Cn2nnc(-c3ccc(C)o3)n2)cc1 | 9 | 0 | -0.1 | 1.9
O=S(=O)(Cc1ccccc1)NCc1ccncc1 | 10 | 14 | 0.1 | -2.3
N#Cc1ccccc1COC(=O)c1cccc(S(=O)(=O)N2CCCCC2)c1 | 3 | 9 | 0.1 | 0.3
CS(=O)(=O)Nc1ccc(O)c(NS(C)(=O)=O)c1 | -2 | 25 | -0.1 | -0.9
CC1=C(C(=O)Nc2cccc(C)n2)C(c2ccc(Cl)c([N+](=O)[O-])c2)C2=C(CC(C)(C)CC2=O)N1 (configuration not stated) | 6 | 4 | -0.1 | -0.4
CCCC1CCC(C(=O)Nc2cc3cccc([N+](=O)[O-])c3oc2=O)CC1 (configuration not stated) | 7 | 5 | -0.2 | 0.2
Nc1cccc(-c2nc(NCCc3ccc(O)cc3)c3ncn(CCN4CCCC4=O)c3n2)c1 | 23 | 3 | 0.0 | 2.1
CCn1cc(C(=O)N2CCN(c3ccccc3OC)CC2)c(=O)c2ccc(C)nc21 | -1 | 1 | -0.1 | -0.3
CCOC(=O)c1ccc(NC(=O)c2nc(SCC)ncc2Cl)cc1 | 3 | 11 | 0.7 | -1.1
COC(c1ccc2c(c1)CN(C(=O)Cc1c(C)noc1C)CCO2)C1CCCCC1 (configuration not stated) | 3 | 20 | 1.0 | 1.9
Cc1ccc(NC(=S)N(CCCN2CCCCC2)Cc2ccco2)cc1Cl | -8 | 9 | 0.0 | -1.9
COc1ccc(N(CC(=O)NC(C)c2ccccc2)S(=O)(=O)c2c(C)n[nH]c2C)cc1 (configuration not stated) | 6 | 4 | -0.1 | -0.7
O=C1OC(N2CCN(CCO)CC2)c2ccccc21 (configuration not stated) | 5 | 4 | -0.1 | -0.1
Oc1ccc2ncccc2c1C(Nc1ccccn1)c1ccccc1F (configuration not stated) | 2 | -5 | 0.0 | -0.2
CC(C)(C)C1CCc2c(sc3c2C(=O)NC(c2ccccc2F)N3)C1 (configuration not stated) | -3 | -18 | -0.1 | 0.3
Cc1ccnc(NS(=O)(=O)c2ccc(NC(=O)C3CCCCC3)cc2)n1 | -9 | 24 | 0.8 | -0.6
COc1ccc(CN2CCNC(=O)C2CC(=O)N2CCCO2)cc1C (configuration not stated) | -3 | -3 | 0.0 | -0.6
O=C(NC1CC1)c1ccc(-c2cnn3c(N4CCC[C@H]4CO)ccnc23)cc1 | -64 | 1 | -0.3 | 2.1
COc1ccc(-c2c(C)oc3cc(OC)ccc23)cc1 | -118 | -10 | 0.2 | 2.6
NC(=O)C1CCN(C(=O)c2ccc3c(=O)n(C4CCCCC4)c(SCC(=O)N4CCCc5ccccc54)nc3c2)CC1 | 6 | 1 | -0.1 | -1.7
CCOC(=O)c1c(NC(=O)c2cc(-c3ccccc3O)on2)sc(C)c1C | 8 | 19 | 0.8 | -1.1
CCc1ccc(N(CC)C(=O)c2coc(=O)c3ccccc23)cc1 | 9 | 15 | 0.0 | 0.1
NC(=O)c1ccc(-c2nc3ccc(C(=O)NCc4ccccc4)cc3s2)cc1 | -25 | 4 | 0.0 | 3.2
CCOC(=O)C1(CCc2ccccc2)CCN(C(=O)CN2CCOC2=O)CC1 | -22 | -16 | 0.0 | -0.3
O=C(O)/C(=C/c1ccc(O)cc1)NC(=O)c1ccccc1 | -5 | 1 | -0.2 | -0.5
Cc1ccc(C(=O)Nc2nnc(S(=O)(=O)Nc3cccc(C)c3)s2)cc1 | 4 | 1 | -0.2 | -1.2
CC(=O)NCCNC(=O)c1ccc(-c2ccco2)nc1NCc1cccnc1 | 1 | -4 | 0.2 | 1.3
c1nc(NCCN2CCOCC2)c2[nH]c(NCc3ccc4c(c3)OCO4)nc2n1 | -3 | 11 | -0.2 | -0.7
Cc1nn(-c2ccccc2)c(Cl)c1/C=C1\SC(=S)NC1=O | 1 | 4 | -0.1 | 5.3*
COc1ccc(-c2nc(-c3ccccc3)c(-c3ccc(F)cc3)[nH]2)cc1OC | -1 | 0 | -0.1 | 1.8
Next section.
SMILES | TEAD-YAP inh | MITF inh | FBW7 activator | GPR151 activ
Cc1ccc(-n2cc(-c3ccccc3)c3c(NCCN4CCOCC4)ncnc32)cc1 | -8 | 6 | 0.1 | 1.0
CCCCC1CN(CCNC(=O)c2cnn3cccnc23)Cc2ccccc2O1 (configuration not stated) | 5 | 10 | -0.2 | -0.2
O=C(CCCC(=O)N(CC(=O)NC1CCCC1)c1ccccc1F)Nc1ccccn1 | -1 | 7 | 0.2 | 0.0
COC(=O)c1cc(NC(=O)Cn2c(C)c(C=O)c3ccccc32)ccc1Cl | 2 | -2 | 0.0 | 0.8

Source: PubChem BioAssay (The Scripps Research Institute Molecular Screening Center)
